Source: PubChem (National Center for Advancing Translational Sciences (NCATS))
Vif-APOBEC3F blk: qHTS for Inhibitors of Vif-A3F Interactions: qHTS. HeLa A3F-eYFP + Vif (tagged APOBEC3F with the HIV-1 protein that degrades it), YFP fluorescence increase. Potency, µM (doses to about 46.1 µM), for inactives: at the top dose activity, negative = active. 390,000 compounds, 0.2% hits; further: potency means the concentration at half of the fitted maximal effect; % of control where 0% means no effect; nearly all actives have a fitted effect of over 65% in size
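HeLa cells stably expressing A3F-eYFP plus Vif, plated and incubated overnight at 37 deg C, then exposed to compounds overnight at 37 deg C. Blocked degradation read as raised yellow fluorescence (Ex 488/Em 500-530).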
RGS4 inhibitor: Inhibitors of Regulator of G Protein Signaling (RGS) 4: qHTS | Transcreener GDP fluorescence polarization, RGS4-accelerated GTP hydrolysis | Potency, µM (highest dose often 114 µM), inactives show top-dose activity change, negative = inhibition, actives largely listed as inhibitors | 390,000 compounds, 0.039% hits | AID 504845, 2011; further: potency means the concentration at half of the fitted maximal effect; on the % scale 0 is the no-effect control and ±100 the full control effect; nearly all actives have a fitted effect of over 75% in size; some results filed as inactive show a strong effect at the top dose
Target sequence (P49798 whole entry, looked up): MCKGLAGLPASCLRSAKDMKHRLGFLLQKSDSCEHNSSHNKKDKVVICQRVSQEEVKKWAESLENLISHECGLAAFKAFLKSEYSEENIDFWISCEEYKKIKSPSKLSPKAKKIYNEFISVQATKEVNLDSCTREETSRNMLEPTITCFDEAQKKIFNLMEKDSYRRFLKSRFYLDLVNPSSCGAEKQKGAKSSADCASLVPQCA
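MLSMR compounds (23 nl, pin-transferred) preincubated 10 min at room temperature with a 500nM (2x) first reagent, then RGS4 at 900nM (2x) plus Transcreener GDP mix added; fluorescence polarization (620/688 nm) read before and after 90 min at 30 °C.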
USP1-UAF1 inh: Inhibitors of USP1/UAF1: Primary Screen; recombinant USP1/UAF1, Ub-Rhodamine cleavage fluorescence; 390,000 compounds, 0.23% hits; AID 743255, 2014; Ubiquitin carboxyl-terminal hydrolase 1 (Homo sapiens), O94782; Potency, µM (series often up to 57.1 µM), for the others: at the highest dose activity change, negative = inhibition, usual class: inhibitors; further: potency means the concentration at half of the fitted maximal effect; on the % scale 0 is the no-effect control and ±100 the full control effect; nearly all actives have a fitted effect of over 60% in size; inactives centre near -12
Target sequence (O94782 whole entry, looked up): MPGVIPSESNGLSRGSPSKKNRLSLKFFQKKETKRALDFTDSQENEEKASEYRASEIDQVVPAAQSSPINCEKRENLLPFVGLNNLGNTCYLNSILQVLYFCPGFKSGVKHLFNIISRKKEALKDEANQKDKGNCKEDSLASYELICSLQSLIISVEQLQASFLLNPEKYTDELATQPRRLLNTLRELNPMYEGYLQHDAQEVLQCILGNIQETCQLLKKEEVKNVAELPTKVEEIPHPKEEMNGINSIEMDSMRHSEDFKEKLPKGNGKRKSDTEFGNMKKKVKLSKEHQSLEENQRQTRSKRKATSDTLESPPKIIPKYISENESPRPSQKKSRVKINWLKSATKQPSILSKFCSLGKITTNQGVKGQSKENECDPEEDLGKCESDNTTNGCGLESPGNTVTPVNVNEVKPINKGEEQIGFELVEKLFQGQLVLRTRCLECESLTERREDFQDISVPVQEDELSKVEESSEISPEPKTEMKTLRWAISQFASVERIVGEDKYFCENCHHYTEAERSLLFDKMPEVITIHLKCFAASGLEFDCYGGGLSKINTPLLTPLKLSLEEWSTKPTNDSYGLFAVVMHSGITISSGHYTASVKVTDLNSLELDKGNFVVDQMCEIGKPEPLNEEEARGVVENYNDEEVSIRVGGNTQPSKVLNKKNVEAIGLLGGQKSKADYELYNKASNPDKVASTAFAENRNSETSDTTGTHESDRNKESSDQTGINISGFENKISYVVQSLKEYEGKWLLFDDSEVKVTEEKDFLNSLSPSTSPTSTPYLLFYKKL
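1 nM enzyme complex + cpd, 15 min RT; start with Ub-Rho 150nM final; kinetic fluorescence ex 480/em 540, 6 reads q60 s. Buffer 50mM HEPES pH 7.8, 0.5mM EDTA, 0.1 mg/ml BSA, 1mM TCEP, 0.01% Tween-20.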
GRP78 ERSR act: qHTS for Inducers of the Endoplasmic Reticulum Stress Response (ERSR) in Human Glioma: qHTS. U87-MG GRP78 promoter luciferase reporter, 16 h. Potency, µM, for inactives: top-dose activation, hits mostly activators. 420,000 compounds, 0.02% hits; further: potency means the concentration at half of the fitted maximal effect; series mostly up to about 76 µM; % of control where 0% means no effect; nearly all actives have a fitted effect of over 35% in size
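Stably transfected U87-MG glioma cells carrying a GRP78-based luciferase sensor; 16 h compound incubation. Luminescence end-point read 10 min after Bright-Glo addition at room temperature.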
IDH1 R132H inh: qHTS for Inhibitors of mutant isocitrate dehydrogenase 1 (IDH1): qHTS. Isocitrate dehydrogenase [NADP] cytoplasmic (Homo sapiens), O75874. IDH1-R132H enzyme, NADPH consumption, diaphorase/resazurin fluorescence. Potency, µM (top dose mostly 76.6 µM), for the others: at the top dose activity change, negative = inhibition, most hits filed as inhibitors. 390,000 compounds, 0.093% hits; further: potency means the concentration at half of the fitted maximal effect; on the % scale 0 is the no-effect control and ±100 the full control effect; nearly all actives have a fitted effect of over 65% in size
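IDH1-R132H (0.5 ug/mL dispensed) in pH 7.5 Tris buffer was preincubated 30 min with compound, then given a substrate mix of 0.016 mM NADPH and 2 mM alpha-KG for 80 min at room temperature; remaining NADPH was read by diaphorase/resazurin fluorescence.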
TrxR1 inh: qHTS Assay for Inhibitors of Mammalian Selenoprotein Thioredoxin Reductase 1 (TrxR1): qHTS | AID 588453, 2011 | 390,000 compounds, 1% hits | Thioredoxin reductase 1, cytoplasmic (Rattus norvegicus), O89049 | recombinant rTrxR1, NADPH fluorescence consumption, selenite substrate | Potency, µM (series often up to 114 µM), for inactives: at the top dose activity change, negative = inhibition, actives largely listed as inhibitors; further: potency means the concentration at half of the fitted maximal effect; on the % scale 0 is the no-effect control and ±100 the full control effect; nearly all actives have a fitted effect of over 65% in size
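Rat TrxR1 (90 nM in the dispensed reagent) was pre-reduced with 400 uM NADPH for 5 min at room temperature, then incubated with compound for 15 min. After 400 uM selenite was added, NADPH fluorescence (Ex 340/Em 450 nm) was followed for 8 min.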
TrxR1 substrate: qHTS Assay for Substrates of Mammalian Selenoprotein Thioredoxin Reductase 1 (TrxR1): qHTS; Thioredoxin reductase 1, cytoplasmic (Rattus norvegicus), O89049; purified TrxR1 substrate turnover, NADPH consumption readout; Potency, µM (top dose mostly 114 µM), for the others: at the highest dose activity change, negative = substrate turnover; 390,000 compounds, 0.01% hits; AID 588456, 2011; further: potency means the concentration at half of the fitted maximal effect; on the % scale 0 is the no-effect control and ±100 the full control effect; nearly all actives have a fitted effect of over 50% in size
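Rat TrxR1, dispensed at 90 nM, was prereduced with 400 uM NADPH (final) for 5 min at ~22 deg C, then incubated with compound 15 min before 400 uM selenite. A first-read NADPH fluorescence drop versus no-compound background flagged substrates.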
Vif-APOBEC3G blk: qHTS for Inhibitors of Vif-A3G Interactions: qHTS; DNA dC->dU-editing enzyme APOBEC-3G (Homo sapiens), Q9HC16; HeLa A3G-eYFP + Vif (tagged APOBEC3G with the HIV-1 protein that degrades it), YFP fluorescence, overnight; Potency, µM (highest dose often 46.1 µM), without a hit: at the top dose activity, negative = active, actives largely listed as inhibitors; 410,000 compounds, 0.076% hits; AID 602310, 2012;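 further: potency means the concentration at half of the fitted maximal effect; on the % scale 0 is the no-effect control and ±100 the full control effect; nearly all actives have a fitted effect of over 60% in size; hits raise eYFP signal because A3G escapes Vif-driven loss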
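Read-out is eYFP fluorescence (Ex 488/Em 500-530) from Vif-expressing HeLa A3G-eYFP cells; more signal means A3G escaped Vif-mediated degradation. Cells plated overnight, compound pinned in, incubated overnight at 37 deg C.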
LDHA block: qHTS assay for inhibitors of human lactate dehydrogenase; L-lactate dehydrogenase A chain (Homo sapiens), P00338; purified LDHA, NADH/diaphorase-resazurin fluorescence; hits give low values; activity change, % (values are at about 110 or 230 µM); 480,000 compounds, 0.15% hits; AID 1347041, 2019; in the data active means activity change below about -30%; inconclusive means mostly about -25% to -30%;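 further: plate controls were DMSO wells for no effect and wells without enzyme for full effect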
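Remaining NADH was detected by diaphorase (0.133 mg/mL) converting 37 µM resazurin to fluorescent resorufin, read at 0 and 20 minutes. The preceding 5-minute room-temperature reaction used 2 nM LDHA, 0.2 mM sodium pyruvate and 0.06 mM NADH at pH 7.4.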
An asterisk follows results filed as active; u = inconclusive; x = no result given; & = joins results of further samples; [ ] = remark or other dose. Unless noted, the call rests on the fitted dose curve; in most records, active means well fitted curve in the direction sought with a large enough effect; inconclusive means small, poorly fitted or top-dose-only effect, or another doubt; inactive means no such curve, though single readings can be large; an effect the other way counts as inactive or inconclusive.

molecule,Vif-APOBEC3F blk,RGS4 inhibitor,USP1-UAF1 inh,GRP78 ERSR act,IDH1 R132H inh,TrxR1 inh,TrxR1 substrate,Vif-APOBEC3G blk,LDHA block
Cc1ccc(S(=O)(=O)NCc2ccccc2)cc1C(=O)NC(C)c1ccc(S(N)(=O)=O)cc1 (stereo not given),5%,4%,-15%,-2%,-4%,9%[57.1 µM],2%[57.1 µM],0%,-12
CCOC(=O)c1oc2cc(O)c(CC)cc2c(=O)c1-c1cscn1,0%,-1%,-26%,3%,0%,5%,-5%,-6%,-1
COC(=O)C1(C(C[N+](=O)[O-])c2ccc(C)cc2)C(=O)NCC1c1ccco1 (stereo not given),-4%,-17%,-10%,-4%,-2%,-2%[57.1 µM],12%[57.1 µM],0%,-3
COc1ccc(CCNC(=O)COc2cc(C)cc3oc(=O)cc(C)c23)cc1,-12%,-2%,-27%,-3%,-9%,14%,2%,-3%,-8
Cc1ccc(C(=O)Nc2c(-c3ccccc3)nc3ccccn23)cc1,-9%,5%,-4%,2%,-3%,5%,9%[2.29 µM],-3%,-2
O=C(/C(=C/c1ccccc1)n1cncn1)c1ccc(Cl)cc1Cl,-19%,-34%,-25%,-3%,-17%,u,-1%,-17%,-7
NS(=O)(=O)c1ccc(CCNC(=S)NC(=O)c2ccccc2Br)cc1,6%,9%,u,-5%,-4%,1%[2.29 µM],0%[2.29 µM],0%,-19
c1ccc(Nc2ccccc2)cc1,1%,10%,-6%,-3%,-7%,17%,2%,1%,-5
CC(C)C[C@H](NC(=O)c1nc[nH]c1C(=O)N1CCN(C(=O)OC(C)(C)C)CC1)C(=O)OC(C)(C)C,-3%,52%,6%,-3%,10%,-27%,-17%,0%,2
CC1CCN(c2nc(-c3cccnc3)nc3scc(-c4ccccc4)c23)CC1,2%,8%,-18%,-2%,13%,16%,6%,0%,-2
CCOC(=O)C(NCCCO)c1ccccc1 (stereo not given),-10%,4%,-11%,2%,7%,6%,1%,2%,-20
CC(=O)Nc1ccc(NC(=O)C(C)Sc2nc3nc(C)cc(C)n3n2)cc1 (stereo not given),-6%,-28%,-7%,-4%,3%,6%,5%,1%,5&25
O=C(COC(=O)c1cc(=O)[nH]c2ccccc12)Nc1ccc(Cl)cn1,3%,8%,-18%,-2%,6%,13%,7%,1%,-2
O=C(c1ccc(NS(=O)(=O)c2ccc(Cl)c(Cl)c2)cc1)N1CCOCC1,-20%,-4%,-11%,2%,-5%,5%[57.1 µM],-1%[57.1 µM],0%,2
Cn1c(/C(C#N)=C/c2cccc(O)c2)nc2ccccc21,-3%,u,-7%,4%,10%,-2%[57.1 µM],-1%[57.1 µM],-12%,-1
COc1ccc(NC(=O)CN2C(=O)COc3ccc(S(=O)(=O)N4CCCCC4)cc32)cc1Cl,-3%,10%,-29%,0%,-1%,15%,0%,-5%,-3
CC(C)N(Cc1cn(C)nc1-c1cccc(Cl)c1)CC1CCC(=O)N1 (stereo not given),-5%,21%,-1%,-4%,3%,22%,0%,1%,-8
Cc1ccc(-c2nc(CS(=O)CC(=O)NCCN(CC(C)C)CC(C)C)c(C)o2)cc1 (stereo not given),-1%,11%,-23%,-3%,5%,-5%,5%,-1%,0
CCOC(=O)c1ccc2c(c1)N(Cc1cc(C)ccc1C)C(=O)c1ccccc1S2(=O)=O,1%,-5%,-1%,-2%,-5%,14%[57.1 µM],5%[57.1 µM],3%,-2
Cc1sc2ncnc(N3CCN(CCOc4ccc(Cl)cc4)CC3)c2c1C,-3%,43%,-14%,1%,3%,10%,-2%,3%,5
CC(C)C(=O)Nc1nnc(S(=O)(=O)N2c3ccccc3CC2C)s1 (stereo not given),6%&6%,-16%&-5%,u,-2%&-4%,13%&4%,23%,6%&-5%,4%&-3%,-2&-1
CCn1cc(C(=O)N(C)c2ccccc2F)c2cc(OC)c(OC)cc2c1=O,-13%,35%,-5%,1%,10%,8%,1%,-5%,-6
Cc1cccc(-c2nnc(NC(=O)c3cccs3)s2)c1,-9%,11%,-23%,5%,-1%,12%[57.1 µM],13%[57.1 µM],-7%,-6
CCN(CC)CC1C(=O)N(c2ccc(OC)cc2)C1c1ccccc1 (stereo not given),-3%,-7%,-13%,-6%,14%,1%,u,1%,-2
Cc1ccc(C(=O)/C=C/c2cc(Br)cc(Br)c2O)o1,-7%,-48%,u,-3%,0%,u,5%[57.1 µM],0%,4

Further compounds follow.
molecule,Vif-APOBEC3F blk,RGS4 inhibitor,USP1-UAF1 inh,GRP78 ERSR act,IDH1 R132H inh,TrxR1 inh,TrxR1 substrate,Vif-APOBEC3G blk,LDHA block
CC(CNC(=O)c1ccc(Br)o1)NC(=O)c1ccc(Br)o1 (stereo not given),-6%,-73%[11.4 µM],-4%,-8%,5%,-30%,14%[57.1 µM],3%,-6
CN(C)CCCNc1nc(N)c([N+](=O)[O-])c(NCCO)n1,15%,-3%,-17%,-1%,0%,1%,-11%,-9%,-8
O=C(NCc1ccccc1)c1cc[n+](CC(=O)c2cccs2)cc1,16%,-25%,-20%,3%,-3%,2%,9%,-3%,-11
Cc1cccc(C)c1NC(=O)c1cccc2c1C(=O)N(C1CCCCC1)C2,7%,12%,-13%,-5%,0%,32%,3%,7%,-1
CCOc1ccc(-c2c(=O)n(OCC)c3ccccc3[n+]2[O-])cc1,1%,-21%,-25%,2%,2%,-4%,1%,-7%,0
CC12CCC=CC1C(c1ccc(C(F)(F)F)cc1)N(Cc1ccccc1)C2=O (stereo not given),x,-6%,x,-3%,x,-13%,-9%,0%,x
COC(=O)COc1ccc(Oc2nc(NC(C)(C)C)nc(N(C)C)n2)nn1,4%,6%,3%,2%,20%,-15%,-6%,-2%,-1
CN(C)C(=O)c1cn(-c2ccccc2)nc1-c1cccc([N+](=O)[O-])c1,-15%,6%,-3%,0%,6%,5%,-5%,-9%,-14
CN(C)C(=O)CSc1nnc(CCNC(=O)OC(C)(C)C)o1,-9%,34%,-4%,-3%,19%,-9%,-13%,5%,-9
CCCN1CCc2nc(N3CCN(c4ncccn4)CC3)ncc2C1,-9%,-29%,-26%,-4%,19%,0%[57.1 µM],-3%[57.1 µM],2%,3
COC(=O)[C@@]12CCCCN1[C@H](c1ccc(-c3ccccc3)cc1)[C@@H]1C(=O)N(C)C(=O)[C@@H]12,-1%,1%,-15%,1%,7%,20%[57.1 µM],1%[57.1 µM],0%,-11
CCOc1cc(C(=O)OCC(=O)NC(C)c2ccccc2)ccc1OCC(=O)N1CCOCC1 (stereo not given),10%,-8%,-18%,1%,8%,21%[57.1 µM],-19%[57.1 µM],2%,-4
CSc1ncccc1C(=O)OCC(=O)NC1CCCC1,-6%,11%,-12%,-4%,0%,6%,3%,-1%,-5
CC(C)N(Cc1nc(-c2ccccc2)no1)C(=O)CN1C(=O)c2ccccc2C1=O,6%,-3%,-14%,-2%,0%,13%,7%,-2%,-5
CCCOc1ccc(C2CC(=O)Nc3c2c(C)nn3-c2nncc(-c3cccc(OC)c3)n2)cc1OC (stereo not given),x,-2%,-28%,x,x,7%,1%,x,-7
Cc1[nH]c2ccccc2c1Cc1nnc(SCCC#N)o1,6%,23%[11.4 µM],-12%,-6%,2%,12%[57.1 µM],-13%,-1%,-3
O=C(OCC(=O)N(CCc1ccccc1)Cc1ccccc1)c1ccc(F)c(S(=O)(=O)N2CCOCC2)c1,6%,-31%,-16%,-2%,6%,12%,4%,-1%,0
CC1CCN(CCNC(=O)c2ccc(Cn3c(SCc4ccccc4)nc4cccnc43)cc2)CC1,0%,26%,6%,0%,27%,14%,8%,5%,-9
CC(NC(=O)CSc1nc2sc3c(c2c(=O)n1-c1ccccc1)CCCC3)c1ccccc1 (stereo not given),-27%,6%,2%,-3%,0%,17%,27%,2%,-2
c1ccc(-c2nc(C3CCCCC3)c3sccc3n2)cc1,-5%,18%,-30%,1%,-6%,13%,11%[57.1 µM],-1%,-4

This is a subset; count on the stated rates, not on these rows.
